From PubChem BioAssay
M4 PAM: CHRM4 positive allosteric modulation | P08173 | CHO-K1 hM4/Gqi5, Fluo-8 calcium fluorescence, ACh EC20; 0% = ACh EC20, 100% = maximal ACh | activation, % at 3 µM | actives 0.4% (n = 360,000) | AID 624126;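 active means activation above its plate's cutoff, the mean activation of sample wells plus 3 SD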; further: some results filed as inactive read as strong as hits
Target sequence (P08173 whole entry, looked up): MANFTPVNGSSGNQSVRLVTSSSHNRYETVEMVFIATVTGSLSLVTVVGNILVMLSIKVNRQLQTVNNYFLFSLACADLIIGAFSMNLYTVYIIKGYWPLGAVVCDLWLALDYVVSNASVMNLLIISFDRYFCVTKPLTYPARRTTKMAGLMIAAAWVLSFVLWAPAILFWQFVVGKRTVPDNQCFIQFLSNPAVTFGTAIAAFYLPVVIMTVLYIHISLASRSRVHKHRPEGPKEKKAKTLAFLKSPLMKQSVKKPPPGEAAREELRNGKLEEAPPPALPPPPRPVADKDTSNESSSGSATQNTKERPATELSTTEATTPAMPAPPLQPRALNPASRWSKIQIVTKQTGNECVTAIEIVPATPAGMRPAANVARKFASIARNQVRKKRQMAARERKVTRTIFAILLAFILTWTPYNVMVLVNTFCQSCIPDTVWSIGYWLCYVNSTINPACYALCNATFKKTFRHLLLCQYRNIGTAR
M5 ag: agonists of human muscarinic M5 receptor (CHRM5); CHO-K1 hM5 cells, Fluo-8 calcium fluorescence; 0% DMSO wells, 100% maximal acetylcholine response; AID 624037; activation, % at 3 µM; P08912; actives 0.19% (n = 360,000);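 active means activation above the run's mean over test compounds plus 3 SD, cut at about 23% in these data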;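 further: signal is peak over basal fluorescence ratio across the kinetic read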
Target sequence (P08912 whole entry, looked up): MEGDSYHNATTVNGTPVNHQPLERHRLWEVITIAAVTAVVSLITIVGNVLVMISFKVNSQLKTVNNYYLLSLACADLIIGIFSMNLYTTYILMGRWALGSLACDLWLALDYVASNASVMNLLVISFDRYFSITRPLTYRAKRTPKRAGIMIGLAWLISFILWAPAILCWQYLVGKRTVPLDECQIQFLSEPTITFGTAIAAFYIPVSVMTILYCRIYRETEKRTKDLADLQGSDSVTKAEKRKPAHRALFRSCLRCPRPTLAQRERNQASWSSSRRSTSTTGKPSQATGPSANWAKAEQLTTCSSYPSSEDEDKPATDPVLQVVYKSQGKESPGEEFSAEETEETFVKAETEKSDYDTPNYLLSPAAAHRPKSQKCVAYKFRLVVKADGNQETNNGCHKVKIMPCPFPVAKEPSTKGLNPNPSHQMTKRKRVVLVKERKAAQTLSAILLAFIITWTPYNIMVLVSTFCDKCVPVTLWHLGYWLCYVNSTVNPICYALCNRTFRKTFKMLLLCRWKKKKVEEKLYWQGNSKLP
IDE cell inh: cellular human IDE inhibition | AID 434962 | actives 0.41% (n = 320,000) | HEK cells, FAbetaB cleavage, fluorescence polarization | P14735 | inhibition, % at 5.59 µM;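 active means percent inhibition above the average of all tested compounds plus 3 SD, set per screening campaign, cut at about 16% in these data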;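 further: IDE supplied by intact live HEK cells; FP after avidin binding of uncleaved biotin substrate so inhibition keeps polarization high; 0% = DMSO wells and 100% = 60 µM reference IDE inhibitor Ii1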
CRFBP-R2 block: blocks CRF-induced signaling of the CRF-BP/CRF-R2 complex | HEK293 CRF-R2/CRF-BP, CRF-induced calcium fluorescence | actives 0.59% (n = 350,000) | inhibition, % at 11.8 µM | AID 588475;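 active means inhibition of the ligand-induced calcium signal above about 50% at the single tested concentration, limit read from the data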
M5 PAM: CHRM5 positive allosteric modulation; actives 0.3% (n = 360,000); activation, % at 3 µM; CHO-K1 hM5, Fluo-8 calcium, ACh EC20 PAM; 0% = ACh EC20, 100% = ACh EC100; P08912;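 active means activation above the run cutoff, the mean activation of all test compounds plus 3 SD, cut at about 18% in these data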
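Measured by: Fluo-8 calcium fluorescence; material: human M5 receptor in CHO-K1 cells; schedule: Post-acetylcholine fluorescence recording 140 s; benchmarks: low control EC20 acetylcholine (0%), high control EC100 acetylcholine (100%); read-out: Max/basal fluorescence ratio as % of EC20–EC100 ACh window; compound: single dose, 3 µM nominal final test concentration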
M5 antag: blocks acetylcholine activation of human M5 receptor; P08912; CHO-hM5 cells, Fluo-8 calcium fluorescence, ACh EC80; inhibition, % at 3 µM; actives 0.59% (n = 360,000); AID 624040;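 active means inhibition above a per-plate cutoff, the mean of that plate's test compounds plus 3 SD, cut at about 27% in these data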;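 further: 0% = acetylcholine EC80 with DMSO and 100% = DMSO without agonist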
CRFR2-BP ag: agonists of human CRF-binding protein/CRF-R2 receptor complex; activation, % at 13.2 µM; HEK293 CRF-R2/CRF-BP, calcium dye fluorescence (FLIPR); percent of saturating CRF peptide response; actives 0.46% (n = 350,000);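 active means activation of at least 50%, plus an integration ratio under a set limit after plate pattern correction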;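 further: plate controls were neutral control wells without compound for no effect and CRF at EC100 for full effect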
M4 ag: CHRM4 agonism in calcium assay; activation, % at 3 µM; CHO-K1 hM4/Gqi5, Fluo-8 calcium fluorescence; vehicle 0%, full acetylcholine response 100%; actives 0.14% (n = 360,000); AID 624127; P08173;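 active means activation above the run mean over all test wells plus 3 SD, cut at about 32% in these data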;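 further: peak over basal fluorescence ratio per well then scaled between controls; 0% = DMSO wells and 100% = acetylcholine at EC100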
CHRM4 antagonist: CHRM4 antagonism in calcium assay. CHO-hM4 cells, ACh EC80, Fluo-8 calcium fluorescence. P08173. inhibition, % at 3 µM. actives 0.73% (n = 360,000). AID 624125;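 active means inhibition above its plate's cutoff, the mean inhibition of sample wells plus 3 SD, cut at about 27% in these data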;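 further: 0% = acetylcholine EC80 with DMSO and 100% = DMSO without agonist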
* hit, by the source's call; x = no result given.

SMILES	M4 PAM	M5 ag	IDE cell inh	CRFBP-R2 block	M5 PAM	M5 antag	CRFR2-BP ag	M4 ag	CHRM4 antagonist
COc1cc(C2NC(=O)C(C#N)=C(S)N2c2ccc(C)cc2)ccc1OC(C)C (stereo unspecified)	-6	-1	5	1	-4	6	-1.4	1	24
Nc1ccc2c(C(F)(F)F)cc(C(F)(F)F)nc2n1	2	-2	9	-4	4	11	-0.7	1	-5
Cc1cc2[nH]c(=O)c(=O)[nH]c2cc1S(=O)(=O)NCc1ccc(Cl)cc1	2	1	1	6	-2	-2	-0.1	3	2
Cc1ccc(C)c(Cn2nnc3c(=O)[nH]c(C4CCN(C(=O)c5cccs5)CC4)nc32)c1	-7	-4	1	-13	-6	6	-1.1	5	1
O=C(CN(C(=O)c1csnn1)c1ccccc1F)NCc1ccccc1	1	-2	6	-2	5	0	0.1	1	-16
COc1ccc(-n2c(C)cc(-c3csc(N)n3)c2C)cc1	1	0	0	1	4	-2	10	0	7
COC(=O)c1ccc(NC(=O)CSc2nnc(-c3cccnc3)o2)cc1	4	-2	-2	6	4	2	-0.9	1	8
COc1cccc(CNS(=O)(=O)c2cc3c(cc2C)n(C)c(=O)c(=O)n3C)c1	3	2	10	-26	-1	1	-0.5	1	1
CC1(Cc2cccc(C(F)(F)F)c2)C(=O)Nc2c(Cl)cccc21 (stereo unspecified)	10	-1	x	x	-1	-1	x	-3	-24
CCOc1ccc(N(CC(=O)NCCC2=CCCCC2)S(=O)(=O)c2ccccc2)cc1	6	-2	0	-14	-1	5	6.1	0	-4
COC(=O)CCCn1cc(CN2CC(N3CCN(Cc4ccccc4F)CC3)CS2(=O)=O)nn1 (stereo unspecified)	11	1	x	x	5	1	x	2	-5
FC(F)(F)c1ccccc1Cc1c(-c2cccc(Br)c2)nc2ccc(Cl)cn12	6	2	x	x	-6	7	x	0	5
CNC(=O)c1cccnc1Nc1cccc(C(F)(F)F)c1	9	-4	3	-10	5	-7	-0.5	2	-3
O=C(O)C1CCN(C(=O)c2ccco2)CC1	-1	2	0	3	15	-12	-0.3	1	-1
Cc1cc(OCC(=O)N2CCCC2)ccc1Cl	-2	3	6	-7	1	-2	-1.4	0	4
Cc1c(C(=O)NCc2ccc3c(c2)OCCO3)sc(=O)n1Cc1cccc(C(F)(F)F)c1	-3	4	x	x	-6	3	x	5	3
COc1ccc(/C=C(/NC(=O)c2ccco2)C(=O)N2CCc3ccccc32)cc1OC	5	-1	5	-16	-4	9	-4.5	2	-16
Cc1ccn(C)c(=N)c1	5	-4	-1	-6	-1	13	-0.9	2	-7
Cc1cc(S(=O)(=O)NC[C@H]2O[C@@H](n3cnc4c(N)ncnc43)[C@H](O)[C@@H]2O)c(C)s1	7	1	-5	-1	-3	2	1.0	0	-8
CCOC(=O)CN1C(=O)N[C@@H](c2cccc(C(F)(F)F)c2)[C@H](C(C)=O)[C@H]1C	5	5	3	3	6	-2	-0.4	3	2
Cc1cc(NC(=O)CSc2nc(-c3ccc(F)cc3)cs2)no1	-6	-2	10	-6	-16	13	-2.1	3	-6
Cc1nn(C)c(C)c1CN(C)S(=O)(=O)c1ccc(F)cc1	-4	4	5	10	-10	10	1.5	7	2
C[C@@H](C(=O)OCC(=O)c1ccc(F)c(F)c1)N1C(=O)C2CCCCC2C1=O (stereo partly specified)	-2	7	-5	4	-2	6	-0.3	4	1
COC(=O)c1ccc(S(=O)(=O)NCc2ccc(S(N)(=O)=O)cc2)n1C	12	-1	6	3	4	-3	-1.3	0	-4
CCN(CC1CCCO1)C(=O)CCc1nnc(CCc2ccccc2OC)o1 (stereo unspecified)	0	-3	-2	-1	-1	-2	0.8	1	-1
Cc1cc(C(=S)N2CCOCC2)c(C)n1-c1ccc(F)cc1	-1	-2	3	18	2	-6	0.1	1	-3
COc1ccc(-c2noc(CSc3nc4ccccc4c(=O)n3-c3ccccc3)n2)cc1	0	1	-2	-12	-1	4	2.9	1	6
COc1ccc(N2CCN(CCCNC(=O)C3CCN(S(=O)(=O)N4CCOCC4)CC3)CC2)cc1	-4	-4	2	7	0	7	0.1	0	2
Cc1ccccc1Cc1c(C)nc2nc(SCC(=O)NCc3ccco3)nn2c1C	0	-2	2	11	-5	-2	-0.1	0	0
CCN(CC(=O)NC(C)C)C(=O)[C@H](C)NC(=O)c1ccc(Br)cc1	2	-1	2	-7	3	-3	-0.8	-1	3
COc1ccccc1N1CCN(C(=O)C(NS(=O)(=O)c2cccs2)c2ccccc2)CC1 (stereo unspecified)	-6	0	0	-2	2	-12	-0.6	4	-6
CN=c1scc(-c2ccc(Br)cc2)n1C	-1	-11	2	6	0	0	3.1	1	0
Cc1ccc(N2C(=O)NC(NC(=O)C(C)(C)C)(C(F)(F)F)C2=O)cc1 (stereo unspecified)	7	-2	11	-3	8	-5	-0.6	0	-5
Cc1noc(C)c1NC(=O)N(C)C[C@H]1OCc2cnnn2CCCC(=O)N([C@H](C)CO)C[C@H]1C	18	2	x	x	0	-5	x	1	-16
CCOc1ccccc1NC(=O)CCNS(=O)(=O)c1ccc2[nH]c(=O)oc2c1	-6	-2	1	4	-4	11	1.0	2	4
O=C(O/N=C(\c1ccccc1)c1ccncc1)c1ccccc1Cl	12	-1	-2	-51	5	5	22	-2	-12
CC(=O)N1CCC(C(=O)Nc2ccc(S(=O)(=O)N3CCC(C)CC3)cc2)CC1	1	-5	-1	-11	-4	11	-1.0	2	-2
CCOCCCNC(=O)C(c1ccc(Cl)cc1)N1CCN(c2ccccc2)CC1 (stereo unspecified)	0	-2	5	-7	-1	-2	0.8	1	-15
COC(=O)C1C(=O)N2CCCSC2=C(C#N)C1c1cccs1 (stereo unspecified)	1	-1	-2	11	2	0	0.5	1	1
Cc1ccccc1-n1c(N)c(C(=O)Nc2ccc(F)cc2)sc1=S	14	5	0	7	8	-9	-1.4	5	-11
CC(C(N)=O)N1c2cccc3cccc(c23)S1(=O)=O (stereo unspecified)	7	-4	0	-3	0	-6	5.4	1	-8
CC(C)(C)[C@@H]1C=C(C(=O)N2CCN(Cc3ccc4c(c3)OCO4)CC2)O[C@H](OCc2ccc(CO)cc2)C1	1	0	0	-1	-9	10	-1.4	4	4
CC(C)(C)c1ccc(C(=O)Nc2ccc(F)cc2)s1	10	-8	0	-20	-2	3	-0.1	0	-5
Cc1cc(C(=O)CSc2nc(N)cc(=O)[nH]2)c(C)n1Cc1ccco1	-13	-5	1	13	-1	6	-2.7	0	10
CC(=O)NC(C)(C)C1CC=C(C)/C(=N\O)C1 (stereo unspecified)	3	0	-7	0	2	-8	-1.1	1	1
COc1ccccc1C/C(N)=N/OC(=O)c1cccs1	9	-7	-1	6	16	-1	2.9	-1	-14
COCCn1c(C)c(C)c2c(NCCc3ccccc3)ncnc21	-6	1	x	1	-1	8	-0.5	14	-6
CC(C)CN(C(=O)c1ccc(C(F)(F)F)cc1)c1c(N)n(CC(C)C)c(=O)[nH]c1=O	-1	0	6	13	-4	10	0.5	2	10
O=C(NN=Cc1ccc(O)cc1)C(=O)NN=Cc1ccc(O)cc1	0	7	x	25	-13	13	-4.3	2	4
Cc1cc(=O)oc2cc(NC(=O)CC3(CC(=O)O)CCCC3)ccc12	-7	4	-1	-13	6	-2	0.5	1	13
Cc1cc(C)c(S(=O)(=O)N2CCN(c3ccc([N+](=O)[O-])c(NCC4CCCO4)c3)CC2)c(C)c1 (stereo unspecified)	-4	-1	2	16	-6	-2	-0.8	0	4
O=C(Cn1cnc2c(nnn2Cc2ccc(F)cc2)c1=O)Nc1ccccc1	10	1	-7	-2	8	-4	0.1	0	3
O=C(Cc1ccc(NC(=O)C2CCCN(C(=O)c3ccccc3)C2)cc1)Nc1ccc(C(=O)N2CCOCC2)cc1 (stereo unspecified)	3	0	x	-2	3	-7	-0.9	0	-16
CCc1cccc(NS(=O)(=O)c2c(C)nc3scc(C)n3c2=O)c1	-1	-3	-3	-4	-6	13	2.2	7	-19
Cc1ccc([C@@H]2[C@@H]3C(=O)N(c4ccccc4)C(=O)[C@@H]3[C@]3(C)C(=O)N(Cc4ccccc4)CC(=O)N23)o1	18	-2	-5	-8	-4	5	1.3	1	-5
CS(=O)(=O)c1ccc(-c2sc3ccccc3c2C(=O)N2CCN(c3ccc(F)cc3)CC2)cc1	-3	2	3	0	-10	10	1.3	16	-14
O=C(Nc1cccc([N+](=O)[O-])c1)c1ccc(-c2ccccc2)cc1	-3	-5	4	19	-2	-4	15	1	-4
Cn1nc(C(F)(F)F)c(-c2ccc(Br)cc2)c1NC(=O)Nc1ccc(F)cc1F	-14	9	3	-10	-20	30*	2.1	14	8
CCc1cccc2c(C#N)cn(CC(=O)NCCOC)c12	-5	-2	-6	8	-10	2	-0.6	0	10
CCCCCN1C(=O)/C(=C/c2c(N3CCc4ccccc4C3)nc3ccccn3c2=O)SC1=S	-6	1	3	-28	0	11	3.4	1	-6
(more compounds)
SMILES	M4 PAM	M5 ag	IDE cell inh	CRFBP-R2 block	M5 PAM	M5 antag	CRFR2-BP ag	M4 ag	CHRM4 antagonist
COc1cccc(-c2nc(CS(=O)(=O)CC(=O)Nc3cc(C)ccc3C)c(C)o2)c1	-1	0	4	-36	-5	3	0.1	2	2
CN1/C(=C\C(=O)c2ccco2)C(C)(C)c2ccccc21	-20	4	-4	-40	-14	44*	18	10	37*
CC(C)Oc1ccc(C(=O)Nc2ccccc2N2CCCC2)cc1	6	-7	1	27	6	-9	-2.1	1	-4
O=C(CN1CCOCC1)Nc1cc(Cl)ccc1Cl	-3	1	-3	0	-7	2	-1.8	2	3
Cc1ccc(-n2ncc3c2CC(C)(C)CC3NC(=O)CCN2CCCO2)cc1 (stereo unspecified)	5	-1	-2	-6	7	-9	0.5	0	7
COc1cc(-c2nc3n(n2)C(c2ccc(F)cc2)C2=C(CCCC2=O)N3)cc(OC)c1OC (stereo unspecified)	18	-1	0	4	0	5	-0.8	1	8
CCC(NC(=O)N(Cc1ccccc1)Cc1ccc2c(c1)OCO2)(C(F)(F)F)C(F)(F)F	-8	-1	0	16	4	-9	1.1	0	18
COc1ccccc1-c1cc(C2CC2)nc(N)c1C#N	10	-2	3	-32	5	-9	1.0	-2	1
Nc1cccc(N=[N+]([O-])c2cccc(N)c2)c1	0	3	x	12	6	-3	-2.1	2	-5
O=C(/C=C/c1ccccc1Cl)Nc1ccc(S(=O)(=O)Nc2ncccn2)cc1	-4	-1	5	5	-6	12	-1.6	1	10
